From PubChem BioAssay
M17LAP inhibition = P. falciparum M17LAP inhibitors, primary screen, biochemical, fluorogenic H-Leu-NHMec substrate, 1536-well (AID 1619). one-dose inhibition, % at 30 µM; IC50 in µM for titrated hits. recombinant M17LAP, H-Leu-NHMec fluorogenic kinetic assay; higher % means a stronger effect. 220,000 tested, 0.38% active;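 active means compound inhibiting the enzyme by more than half at any dose during confirmatory dose-response retesting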;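 further: plate controls were full reaction with DMSO carrier for no effect and no enzyme background for full effect; strong numbers were not always called active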
NOD2 inhibition = NOD2 signaling inhibitors, cell-based, luminescence, uHTS, HEK293 (AID 1566); HEK293 NOD2/NF-kB luciferase reporter, luminescence; higher % means a stronger effect; 290,000 tested, 0.63% active; one-dose inhibition, % at 4 µM; EC50 in µM for titrated hits; further: many of its hits are not listed in these tables
XIAP displacement = small molecules displacing peptide from XIAP – biochemical, IAP family, fluorescence polarization (AID 1018). XIAP BIR domain, fluorescence polarization peptide displacement; higher % means a stronger effect. displacement, % at 20 µM; hits with a dose series show IC50 in µM. 200,000 tested, 0.007% active; in the data active means displacement above about 50%; further: a part of the inactive calls stands beside numbers as strong as those of hits
AID2073 = inhibitors of Mint1-CaV2.2 protein interaction, biochemical, HTRF (AID 2073). HTRF protein-protein interaction, Mint1-CaV2.2; higher % means a stronger effect. inhibition, % at 20 µM, or IC50 in µM where a hit was titrated. 290,000 tested, 0.19% active; in the data active means inhibition mostly above about 51%, no sharp cut-off; further: some results filed as inactive read as strong as hits
Hep lipid drop = modulators of hepatic lipid droplet formation; AML12 mouse hepatocytes, oleate lipid droplets, BODIPY imaging; inhibition, % at 6.5 µM; AID 1656; 240,000 tested, 0.4% active;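 active means lipid droplet intensity inhibited by at least 50%, with more than 500 cells counted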
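Assay system: AML12 mouse liver cells | Compound: 6.5 µM single-point dosing | Schedule: Overnight exposure | Technique: Fluorescence imaging, 20x objective, two fields per well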
ER stress rescue = rescue of cells from ER stress-induced death, primary screen, 384-well, CSM14.1, thapsigargin, ATP luminescence (AID 1222); CSM14.1 thapsigargin-induced death rescue, ATP luminescence; higher % means a stronger effect; one-dose cellular ATP content (survival), % at 20 µM; EC50 in µM for titrated hits; 190,000 tested, under 10 active;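 active means EC50 below 50 µM in the dose-response confirmation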;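 further: death triggered by thapsigargin at about 15 µM added after 2 h compound pretreatment; cell ATP read after overnight thapsigargin exposure of roughly 18 to 22 hours; normalized against plate controls of thapsigargin alone and 5% DMSO vehicle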
LYP phosphatase = inhibitors of LYP phosphatase, biochemical, fluorescence intensity, uHTS (AID 1779) | recombinant LYP phosphatase, fluorescence intensity; higher % means a stronger effect | one-dose inhibition, % at 11.5 µM; IC50 in µM for titrated hits | 290,000 tested, 0.054% active;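 further: plate controls were vehicle with enzyme for no effect and no enzyme for full effect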
M1AAP inhibition = malaria alanyl aminopeptidase activity blockers – biochemical, fluorogenic H-Leu-NHMec substrate, 1536-well (AID 1445); recombinant M1AAP, H-Leu-NHMec fluorogenic kinetic assay; higher % means a stronger effect; 220,000 tested, 0.42% active; inhibition, % at 30 µM; hits with a dose series show IC50 in µM;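 active means primary inhibition above the hit cutoff, then over 50% inhibition at one or more dose response concentrations, cut at about 23% in these data, passing the limit was not always enough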;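 further: plate controls were DMSO full reaction for no effect and no enzyme background for full effect; strong numbers were not always called active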
SIAH1 antagonists = blockers of Siah-1 interaction with plectin peptide – biochemical, fluorescence polarization, rhodamine-plectin, uHTS, primary screen (AID 1817); one-dose displacement, % at 20 µM; IC50 in µM for titrated hits; Siah-1 / rhodamine-plectin peptide fluorescence polarization; higher % means a stronger effect; 290,000 tested, 0.02% active;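 active means displacement of at least 50% at 20 µM, with a fluorescence ratio check between 0.3 and a set limit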;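 further: plate controls were Siah plus tracer with DMSO for no effect and tracer alone without Siah for full effect; strong numbers were not always called active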
Hep lipid drop cells 6.5 µM = also measured in Hep lipid drop; calls as there; cell count; measured here: cell count, cytotoxicity flag;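 cells counted across two imaged fields per well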
An asterisk follows results filed as active; x = no result given. Unless noted, no stated cut-off is given here; in the data, active means inhibition above about 50%; inactive means the rest.

The opening eleven entries, ahead of the listing:
SMILES	M17LAP inhibition	NOD2 inhibition	XIAP displacement	AID2073	Hep lipid drop	Hep lipid drop cells 6.5 µM	ER stress rescue	LYP phosphatase	M1AAP inhibition	SIAH1 antagonists
O=C(CC1CCCCC1)Nc1ncn[nH]1	-1%	4%	-9.0%	-7%	x	x	-1.2%	-11%	3%	2%
CSc1ncc(OCc2ccccc2)c(=O)[nH]1	1%	-4%	x	9%	-1	691	x	-8%	6%	10%
S=c1[nH]nc(CCc2ccc(Cl)cc2)o1	11%	5%	-7.9%	-1%	1	668	-1.0%	1%	1%	-3%
COc1ccc(N2CCN(C(=O)CSc3ccc(C)cc3)CC2)cc1	17%	16%	14%	-1%	-2	691	2.5%	0%	15%	-2%
CC(C)(C)OC(=O)N/N=C/c1cc(N=Nc2ccccc2)ccc1O	2%	6%	-2.6%	4%	-25	612	0.1%	5%	0%	-1%
NNC(=O)c1ccc(-c2cccc([N+](=O)[O-])c2)o1	27%	5%	-7.4%	1%	1	678	0.4%	-2%	4%	-3%
Clc1cccc(CN2CCN(c3nc4nonc4nc3NC3CC3)CC2)c1	-3%	12%	-9.3%	-5%	-9	679	-0.7%	-3%	15%	-5%
CS(=O)(=O)N1CCN(CC2CC3C=CC2C3)CC1 (stereo unspecified)	9%	-5%	0.0%	-1%	-9	639	x	1%	6%	3%
O=C(CSc1nnc2ccc(-c3ccc(F)cc3)nn12)N1CCCC1	14%	11%	-0.9%	27%	0	664	x	1%	2%	4%
O=C(Nc1ccc(N2CCN(C(=O)c3cccs3)CC2)cc1)c1ccco1	x	5%	x	1%	-1	812	x	-6%	x	6%
O=C(OC(C(=O)NCc1ccco1)c1ccc(Cl)cc1)c1cccs1 (stereo unspecified)	-5%	11%	x	2%	4	691	x	-4%	3%	12%

The listing (from the top)
SMILES	M17LAP inhibition	NOD2 inhibition	XIAP displacement	AID2073	Hep lipid drop	Hep lipid drop cells 6.5 µM	ER stress rescue	LYP phosphatase	M1AAP inhibition	SIAH1 antagonists
O=C(CC1CCCCC1)Nc1ncn[nH]1	-1%	4%	-9.0%	-7%	x	x	-1.2%	-11%	3%	2%
CSc1ncc(OCc2ccccc2)c(=O)[nH]1	1%	-4%	x	9%	-1	691	x	-8%	6%	10%
S=c1[nH]nc(CCc2ccc(Cl)cc2)o1	11%	5%	-7.9%	-1%	1	668	-1.0%	1%	1%	-3%
COc1ccc(N2CCN(C(=O)CSc3ccc(C)cc3)CC2)cc1	17%	16%	14%	-1%	-2	691	2.5%	0%	15%	-2%
CC(C)(C)OC(=O)N/N=C/c1cc(N=Nc2ccccc2)ccc1O	2%	6%	-2.6%	4%	-25	612	0.1%	5%	0%	-1%
NNC(=O)c1ccc(-c2cccc([N+](=O)[O-])c2)o1	27%	5%	-7.4%	1%	1	678	0.4%	-2%	4%	-3%
Clc1cccc(CN2CCN(c3nc4nonc4nc3NC3CC3)CC2)c1	-3%	12%	-9.3%	-5%	-9	679	-0.7%	-3%	15%	-5%
CS(=O)(=O)N1CCN(CC2CC3C=CC2C3)CC1 (stereo unspecified)	9%	-5%	0.0%	-1%	-9	639	x	1%	6%	3%
O=C(CSc1nnc2ccc(-c3ccc(F)cc3)nn12)N1CCCC1	14%	11%	-0.9%	27%	0	664	x	1%	2%	4%
O=C(Nc1ccc(N2CCN(C(=O)c3cccs3)CC2)cc1)c1ccco1	x	5%	x	1%	-1	812	x	-6%	x	6%
O=C(OC(C(=O)NCc1ccco1)c1ccc(Cl)cc1)c1cccs1 (stereo unspecified)	-5%	11%	x	2%	4	691	x	-4%	3%	12%
O=S(=O)(c1ccccc1)n1ccc2ccccc21	-2%	17%	-0.7%	6%	x	x	-1.3%	-8%	4%	-6%
O=C(CSc1nnnn1-c1cccnc1)Nc1ccc(OCc2ccccc2)cc1	10%	15%	-5.8%	4%	x	x	-1.4%	-4%	2%	-2%
CC(=O)N1CCSc2ccc(S(=O)(=O)NCc3ccccc3)cc21	x	6%	x	8%	-1	806	x	-11%	x	-5%
COc1ccc(C2CCCN2C(=S)Nc2cccc(C)c2)cc1OC (stereo unspecified)	-2%	10%	-1.4%	-12%	3	692	-4.9%	-3%	2%	3%
COc1ccc(CC(NC(C)=O)C(=O)NC2CCN(c3nc(C)cc(C)c3C#N)CC2)cc1OC (stereo unspecified)	1%	-15%	-9.5%	8%	-25	641	0.9%	2%	5%	-2%
COc1ccc(NC(=O)Nc2ccc(CC(=O)O)cc2)cc1	3%	12%	-4.4%	-2%	11	700	-1.2%	0%	0%	13%
Cc1ccc(C(=O)CSc2ccc(-c3ccccc3)nn2)cc1	1%	-12%	-5.0%	14%	6	701	2.8%	-1%	2%	3%
CCOc1cc(C(=O)NCCOC)cc(OCC)c1OCC	9%	5%	-1.0%	-12%	x	x	0.8%	-5%	-6%	-3%
CCC(=O)Nc1cccc(NC(=O)CSc2nnc(-c3ccc(NS(C)(=O)=O)cc3)n2CC)c1	26%	-11%	-3.1%	-3%	-33	736	-1.1%	3%	3%	-1%
C=CCNC(=S)NNC(=O)c1cccnc1	22%	18%	x	-25%	8	643	x	-11%	8%	12%
C/C(Cc1ccccc1)=N\NC(=O)CNC(=O)c1ccccc1	24%	6%	-5.8%	4%	8	686	-1.2%	-9%	-1%	8%
C=CCc1c(C)nc2ccc(C(=O)OCC)cc2c1Cl	1%	-2%	-3.8%	4%	29	696	-1.5%	-1%	1%	4%
COc1cc(/C=C(/C#N)C(=O)Nc2ccccc2)ccc1OCc1ccc(C(=O)O)cc1	5%	4%	-4.3%	10%	-9	732	-2.4%	0%	9%	9%
COc1ccc(S(=O)(=O)NCc2cccnc2)cc1	x	-4%	x	-3%	-2	768	x	-9%	x	-1%
COC(=O)c1c(NC(=O)c2ccco2)sc(C(=O)Nc2ccc(F)cc2)c1C	-4%	-70%	-2.5%	19%	x	x	1.4%	-10%	8%	4%
Cc1ccc(S(=O)(=O)CC(=O)NC2CC2)cc1	4%	12%	-22%	0%	7	817	-1.3%	-6%	-5%	0%
CCn1c(CSCc2ccccc2)n[nH]c1=S	0%	-1%	-1.5%	3%	-2	702	1.3%	-3%	0%	7%
CCn1c(SCC(=O)c2ccc(C)cc2)nnc1-c1ccoc1C	51%	-8%	-9.7%	17%	-11	644	-2.8%	-5%	-8%	-4%
CCc1ccccc1NC(=O)CSc1nnc([C@@H]2CCCN2C(=O)OC(C)(C)C)o1	1%	-4%	-1.2%	-13%	x	x	2.6%	0%	8%	-1%
COCCCN1C(=O)C(O)=C(C(=O)c2ccco2)C1c1cccc(Br)c1 (stereo unspecified)	13%	7%	-25%	16%	x	x	-1.5%	-4%	0%	1%
O=C(NCc1ccco1)c1ccc([N+](=O)[O-])o1	36%	9%	-3.0%	4.6µM*	-16	653	-1.3%	0%	13%	5%
Cn1c(C(=O)NCCOc2ccccc2Cl)cc(=O)n(C)c1=O	7%	14%	0.2%	6%	28	724	-0.7%	-6%	-1%	10%
O=C(CC1C(=O)NCCN1Cc1ccc(F)cc1)NC1CCCCCCC1 (stereo unspecified)	x	11%	x	13%	-19	722	x	-13%	x	2%
Cc1ccc(N(CC(=O)NCC2CCCO2)C(=O)CCC(=O)Nc2cc(C)on2)cc1 (stereo unspecified)	x	-14%	x	2%	4	757	x	-11%	x	0%
CCN(CC(=O)NCc1cccs1)c1ccc(S(=O)(=O)N2CCOCC2)cn1	-3%	1%	-3.1%	-1%	x	x	-1.2%	-5%	8%	0%
CCn1cc(CCC(=O)NC(C)c2ccccc2)c2ccccc21 (stereo unspecified)	x	-33%	x	8%	-12	851	x	0%	x	5%
O=C(c1ccc2c(c1)OCO2)C1CCCN(C2CCN(CCc3ccccc3)CC2)C1 (stereo unspecified)	-1%	-10%	-4.8%	-9%	-14	695	-1.3%	-7%	6%	4%
Cc1ccc(OCCn2cnc3ccccc3c2=O)c([N+](=O)[O-])c1	5%	-49%	-0.3%	21%	-1	696	-0.9%	1%	-5%	22%
O=C(CNC(=O)c1cccc(F)c1)OCC(=O)N1CCCCC1	2%	-8%	-2.5%	11%	-9	629	-5.0%	-7%	-6%	-5%
O=C1CC(C(=O)Nc2ccc(Br)cc2)S/C(=N\N=C\c2ccco2)N1 (stereo unspecified)	-16%	15%	x	-2%	-2	708	x	-3%	12%	2%
O=C(c1ccccc1)c1cncc(Br)c1	-4%	3%	-2.7%	-3%	9	723	2.8%	-7%	6%	0%
CC(=O)NC1=NN(C(C)=O)C(c2ccc(C)cc2)S1 (stereo unspecified)	5%	-16%	-6.5%	-7%	1	707	-1.0%	-7%	9%	0%
O=C(Cc1ccccc1)Nc1ccc(NC(=O)c2ccco2)cc1Cl	x	10%	x	15%	-8	797	x	-5%	x	0%
CC(=O)C1=C(O)C(=O)N(c2ccc(O)cc2)C1c1cccc([N+](=O)[O-])c1 (stereo unspecified)	x	1%	x	-2%	-7	778	x	-9%	x	5%
Cc1ccc(N(CC(=O)Nc2c(C)n(C)n(-c3ccccc3)c2=O)S(C)(=O)=O)c(C)c1	-11%	5%	-5.5%	12%	-4	698	1.5%	-8%	-2%	1%
C=CCON1C(=O)C(=O)N(OCC=C)[C@H]2CCCC[C@H]21	-8%	4%	x	-13%	-11	716	x	-8%	6%	4%
Cc1ccc(S(=O)(=O)CCSc2cccc(C(=O)O)c2)cc1	x	8%	x	-1%	2	818	x	-6%	x	-5%
CC(C)(C)NC(=O)c1ccccc1NC(=O)c1ccc2c(c1)OCO2	2%	8%	-1.9%	2%	0	710	3.0%	0%	-3%	-2%
O=C(c1ccc(C(F)(F)F)cc1)c1c[nH]c(C(=O)NCCCn2ccnc2)c1	-1%	9%	3.0%	5%	x	x	-0.8%	1%	4%	-4%
NC(=O)C1CCN(C(=O)c2ccccc2CCc2ccccc2)CC1	x	12%	x	11%	2	797	x	-3%	x	4%
Cc1ccc(NC(=O)N2CCCC2C(=O)Nc2ccc3c(c2)OCO3)cc1 (stereo unspecified)	x	4%	x	-7%	0	787	x	-6%	x	2%

Only part of the results is shown (hit frequency here may not be typical).
